STAT3 activator: increases IL-6 driven STAT3 reporter signal; U3A cells, IL-6 STAT3-luciferase reporter, luminescence; 100% = signal with IL-6 EC80 alone; activation (% of control), % at 5.6 µM; actives 0.91% (n = 190,000); AID 871;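 active = activation above the screen-wide mean of compound activation plus 3 SD, cut at about 130% in these data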;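 note: 0% = background luminescence of wells with medium and substrate only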
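Material: STAT3-luciferase reporter U3A cells; Probe or stimulus: IL-6 (33 ng/mL); Incubation: compound pre-incubation 1 h before IL-6, then 6 h stimulation at 37 °C; Technique: luminescence from STAT3-driven luciferase reporter; Evaluation: % activation versus median of IL-6-stimulated wells; Controls: IL-6-only high control.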
Hsp70 activator: transcriptional activators of Hsp70; HeLa Hsp70 promoter luciferase reporter, luminescence; scaled: vehicle 0, proteasome-inhibitor control 100%; activation, % at 10 µM; AID 1203; actives 0.04% (n = 200,000);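 active = activation above the mean across all tested compounds plus 3 SD, cutoff set per campaign, cut at about 5.5% in these data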;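 note: 100% = MG132 at 30 µM as the positive control and 0% = DMSO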
APP 5'UTR act: APP 5'UTR luciferase reporter activation. SH-SY5Y APP 5'UTR luciferase reporter, luminescence; zero percent = DMSO vehicle wells. activation, % at 2 µM. actives 1% (n = 190,000). AID 1276;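 active = activation above a set limit, based on mean plus 3 SD of controls, cut at about 140% in these data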; note: values of inactives mirror those of a sister screen read the other way
APP transl inh: APP translation inhibition. SH-SY5Y APP 5'UTR-luciferase reporter, luminescence. inhibition, % at 2 µM. actives 0.82% (n = 190,000). AID 1285;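 active = inhibition above a set limit, derived from the sample mean plus 3 SD, cut at about 45% in these data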; note: values of inactives mirror those of a sister screen read the other way
STAT3 blocker: STAT3 signaling inhibition; U3A cells, IL-6 STAT3-luciferase reporter, luminescence; host cell line lacks STAT1; inhibition, % at 5.5 µM; actives 0.89% (n = 190,000);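 active = inhibition above the mean inhibition across all screened compounds plus 3 SD, cut at about 44% in these data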;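 note: 0% = DMSO only wells and 100% = 100 µM nifuroxazide control wells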
FLuc inh counter: Photinus pyralis luciferase inhibition counter-screen; ATPLite firefly luciferase biochemical luminescence, 10 min; inhibition, % at 10 µM; actives 1.5% (n = 200,000); P08659;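 active = inhibition above about 50% when tested at 10 µM, limit read from the data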
Target sequence (P08659 whole entry, looked up): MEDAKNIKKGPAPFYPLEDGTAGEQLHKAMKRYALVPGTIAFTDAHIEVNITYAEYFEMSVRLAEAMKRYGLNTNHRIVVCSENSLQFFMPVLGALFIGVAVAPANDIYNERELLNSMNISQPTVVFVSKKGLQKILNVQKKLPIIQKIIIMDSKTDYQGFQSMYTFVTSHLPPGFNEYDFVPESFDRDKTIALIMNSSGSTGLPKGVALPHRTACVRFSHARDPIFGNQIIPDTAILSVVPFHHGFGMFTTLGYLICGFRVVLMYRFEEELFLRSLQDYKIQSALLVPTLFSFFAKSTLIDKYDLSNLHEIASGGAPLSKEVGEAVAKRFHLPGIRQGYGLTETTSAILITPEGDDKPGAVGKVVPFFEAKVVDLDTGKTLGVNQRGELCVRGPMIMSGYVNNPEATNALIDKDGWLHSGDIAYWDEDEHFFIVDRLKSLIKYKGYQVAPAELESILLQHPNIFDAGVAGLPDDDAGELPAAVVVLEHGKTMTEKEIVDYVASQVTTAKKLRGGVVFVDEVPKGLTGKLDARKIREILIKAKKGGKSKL
RAM inhibit: blocks the yeast RAM network; S. cerevisiae dse1pr::URA3 reporter, 5-FOA growth OD615, 2 d; analog-sensitive cbk1-as2 kinase mutant strain; inhibition, % at 50 µM; actives 1.8% (n = 190,000); AID 868;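 active = inhibition above a set limit, 3 SD over mean compound inhibition, cut at about 8.4% in these data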;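 note: 0% = DMSO-only wells with no growth and 100% = 10 µM 1-NA-PP1 full growth; inhibition rescues growth on 5-FOA so higher OD means more RAM inhibition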
NF-kB neuron act: NF-kB expression increase, human neuronal cells | NF-kB reporter expression; stronger effect = higher value | fold change at 12.5 µM | actives 1.6% (n = 190,000) | AID 1239; in the data active = fold change above about 3.3
STAT1 inh: STAT1 signaling inhibition; NIH 3T3 STAT1-luciferase reporter, IFN-gamma, luminescence; inhibition, % at 5.5 µM; actives 0.35% (n = 200,000);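 active = inhibition above a set limit, the mean inhibition across all tested compounds plus 3 SD, cut at about 34% in these data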;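 note: 0% = IFN-gamma with DMSO and 100% = IFN-gamma with 300 µM nifuroxazide; values of inactives mirror those of a sister screen read the other way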
STAT1 act: STAT1 signaling activation; actives 2.6% (n = 200,000); AID 932; NIH 3T3 STAT1-luciferase reporter, IFN-gamma, luminescence; 100% = IFN-gamma alone, no compound; activation (% of control), % at 5.5 µM;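 active = activation above the screen-wide mean activation plus 3 SD, cut at about 130% in these data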;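 note: raw ratio to IFN-gamma control signal so 100% means no change and 0% no light; values of inactives mirror those of a sister screen read the other way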
* hit, by the source's call; / = not tested or not shown.

SMILES | STAT3 activator | Hsp70 activator | APP 5'UTR act | APP transl inh | STAT3 blocker | FLuc inh counter | RAM inhibit | NF-kB neuron act | STAT1 inh | STAT1 act
CCOCCCNS(=O)(=O)c1ccc(NC(=O)c2ccc([N+](=O)[O-])cc2Cl)cc1 | 100 | -0.3 | 0 | 0 | 2 | -5 | 0.7 | 1.1 | 2 | 98
O=C(O)c1ccc2[nH]c3c(c2c1)CSCC3 | 93 | 1.1 | -2 | 2 | 10 | -9 | 0.3 | 1.1 | 10 | 89
CCOC(=O)N1CCN(C(=O)C(NC(=O)c2ccc(CC)cc2)C(C)C)CC1 (configuration not stated) | 96 | -0.4 | -2 | 2 | 9 | 2 | 0.0 | 1 | 7 | 93
O=C(NCc1ccccc1)N(Cc1cc2cc3c(cc2[nH]c1=O)OCCO3)CC1CCCO1 (configuration not stated) | 98 | -0.3 | 5 | -5 | 5 | -4 | 1.8 | 0.88 | -4 | 104
CCCC(=O)Nc1nc2ccc(S(=O)(=O)N3CCCCC3)cc2s1 | 101 | -0.2 | -79 | 79* | 4 | 1 | 2.3 | 0.96 | -4 | 104
CN1CCN(C(=O)C2=C[C@@H](C(C)(C)C)C[C@@H](OCc3ccc(CO)cc3)O2)CC1 | / | 0.2 | 0 | 0 | / | 0 | -0.8 | 0.99 | 6 | 95
CCN(CC)S(=O)(=O)c1cccc(C(=O)NCc2ccccc2)c1 | 102 | -0.3 | 4 | -4 | 1 | -4 | 0.5 | 1.1 | 6 | 93
O=C(COC(=O)CC1CCCC1)Nc1cc2c(cc1Cl)C(=O)c1ccccc1C2=O | 125 | 0.1 | 75 | -74 | -28 | 1 | 2.1 | 2.5 | -37 | 129*
NC(=O)CCN1CCN(Cc2cn[nH]c2-c2cccc3ccccc23)CC1 | 102 | 0.0 | 10 | -10 | 2 | -1 | 0.1 | 1.3 | -1 | 99
Cc1ccc2[nH]c3c(=O)n(CCN4CCNCC4)cnc3c2c1 | 124 | -0.2 | 14 | -14 | -20 | -1 | 0.1 | 0.97 | -1 | 101
CC(=O)Nc1cccc(NC(=O)CSc2nnc(Cc3cccn3C)n2-c2ccc(F)cc2)c1 | 98 | -0.4 | -1 | 1 | 6 | -3 | 0.0 | 0.51 | 3 | 97
CCC(C)(C)NC(=O)C(c1ccc(OC)cc1)N(CCOC)C(=O)CCC(=O)Nc1nccs1 (configuration not stated) | 105 | 0.2 | -7 | 8 | -3 | -2 | 0.4 | 1.2 | -6 | 107
Cc1ccc(NC(=O)CN2CCN(CCN=CC3=C(O)CC(C)(C)CC3=O)CC2)cc1 | 107 | -0.1 | 13 | -13 | -7 | -3 | 3.9 | 1.2 | 2 | 98
O=C(NNC(=S)Nc1ccc(Cl)cc1)c1cccs1 | 91 | 0.1 | 53 | -53 | 15 | 8 | -0.8 | 1.8 | -35 | 131*
CC(=O)c1cnc2c(C(=O)O)cnn2c1C | 113 | -0.4 | 13 | -12 | -4 | -3 | 0.0 | 1.2 | -1 | 101
CCn1c(Cc2ccccc2)nnc1SCC(=O)Nc1ccc2c(c1)OCCO2 | 98 | 0.0 | 12 | -12 | 6 | 6 | 0.1 | 1 | 7 | 93
C/C(=C\C=C\c1ccccc1)C(=O)c1c(C)cc(C)[nH]c1=O | 97 | -0.4 | 21 | -21 | 11 | -2 | 1.4 | 1.4 | 5 | 94
O=C(Nc1ccn(-c2ccccc2)n1)c1ccc(S(=O)(=O)N2CCCCCC2)cc1 | 89 | -0.6 | 18 | -18 | 16 | -3 | 7.4 | 0.65 | 8 | 92
Cc1nc2c(-c3ccc(F)cc3)c(C)nn2c(C)c1CCC(=O)N1CCN(c2ccccn2)CC1 | 100 | -0.3 | -2 | 2 | 5 | -2 | -1.2 | 1.3 | 4 | 96
COc1ccc(C(C(=O)Nc2ccc(C(C)C)cc2)N(C)C(=O)CNC(C)=O)cc1 (configuration not stated) | 98 | -0.4 | -5 | 5 | 7 | -2 | -0.9 | 1 | -1 | 101
CCn1cc(C2=NCCO2)c2ccccc21 | 98 | -0.1 | 14 | -14 | 7 | -8 | 0.0 | 0.94 | 1 | 99
CCN(CC)S(=O)(=O)c1ccc(N2CCOCC2)c(NS(=O)(=O)c2cc(C(C)(C)C)ccc2C)c1 | 113 | -0.2 | 17 | -17 | -19 | -7 | 3.8 | 0.47 | 4 | 96
CC(C)(C)N1CC2([N+](=O)[O-])CN(C(C)(C)C)CC([N+](=O)[O-])(C1)C2 | 102 | -0.3 | -10 | 10 | 2 | -4 | 0.7 | 0.72 | 6 | 95
COc1ccc(/C=N/NC(=O)c2nn(-c3ccc(Cl)cc3)c(=O)c3c(N)scc23)cc1 | 95 | -0.3 | 8 | -8 | 10 | 6 | 4.6 | 0.85 | 6 | 94
CCCCN(CC(=O)NC(C)(C)C)C(=O)C(=O)Nc1ccc2c(c1)OCCO2 | 102 | 0.0 | 15 | -15 | 1 | -2 | 0.2 | 1 | -3 | 103
Later entries
SMILES | STAT3 activator | Hsp70 activator | APP 5'UTR act | APP transl inh | STAT3 blocker | FLuc inh counter | RAM inhibit | NF-kB neuron act | STAT1 inh | STAT1 act
CC1CCN(CCC(=O)NN)CC1 | 97 | -0.1 | 12 | -12 | 14 | -7 | 3.0 | 1 | 2 | 98
NC(=O)/C=C\c1cn(-c2ccccc2)nc1-c1ccc2c(c1)OCCO2 | 96 | -0.3 | 13 | -13 | 4 | -3 | 2.7 | 0.48 | -4 | 104
COc1cc(S(=O)(=O)N2CCN(c3ccccc3)CC2)ccc1Cl | 105 | 0.0 | 6 | -6 | -1 | -2 | 0.6 | 0.99 | 1 | 99
CCOC(=O)c1cnc2ccc(OCC)cc2c1N(C)Cc1ccccc1 | 104 | -0.3 | -11 | 11 | -8 | -5 | 0.1 | 1.1 | -9 | 108
C=CCn1c(SCc2csc(-c3ccc(C)cc3)n2)nnc1-c1ccccc1OC | 108 | -0.4 | 3 | -3 | -9 | 7 | -1.7 | 0.81 | 10 | 91
Cc1cc(=O)[nH]c(SCCOc2cccc(C(F)(F)F)c2)n1 | 102 | 0.2 | / | -30 | 0 | -1 | 1.2 | 1.1 | -9 | 102
O=C(COc1ccccc1Cl)NCc1ccncc1 | 105 | -0.2 | -17 | 17 | 1 | 2 | -0.5 | 1.3 | 1 | 100
O=[N+]([O-])c1ccccc1SNc1ccc(Br)cn1 | 109 | -0.3 | 20 | -20 | -9 | -12 | 1.3 | 1.3 | -1 | 100
Cc1cnn(-c2cc(Oc3ccccc3)ncn2)c1 | 97 | -0.4 | 41 | -40 | 13 | 8 | -0.1 | 1.7 | -21 | 119
CCCCn1nnc(NC(=O)CCC)n1 | 97 | 0.8 | 10 | -10 | 5 | -7 | -0.1 | 1.2 | 7 | 94
Cc1cc(=O)n(C)c(=O)n1CC(=O)N1CCCCCC1 | 98 | -0.5 | 13 | -13 | 5 | 0 | 0.8 | 1 | 6 | 94
O=C(COc1cccnc1[N+](=O)[O-])N1N=C(c2ccc(Cl)cc2)CC1c1ccco1 (configuration not stated) | 106 | -0.2 | -2 | 2 | 3 | -4 | 5.4 | 0.73 | -9 | 106
Cc1coc(C)c1C(=O)CC1(O)C(=O)N(Cc2ccccc2)c2ccccc21 (configuration not stated) | 103 | 2.1 | -40 | 40 | -1 | 0 | 0.7 | 1.1 | -3 | 103
Cc1cc(C)nc(N(C#N)CC(=O)Nc2ccccc2)n1 | 93 | 0.0 | -7 | 7 | 10 | -2 | 2.3 | 1.3 | -12 | 110
CNC(=S)Nc1cccc(S(=O)(=O)NC2=NCCC2)c1 | 103 | 0.0 | 0 | 0 | 5 | 0 | 2.3 | 1.1 | 1 | 97
COCCSc1nnc(NC(=O)c2ccc3c(c2)OCO3)s1 | 112 | 0.1 | 31 | -31 | -9 | 18 | 0.2 | 0.96 | -17 | 112
Cc1ccc2c(c1)N(Cc1ccc3c(c1)OCO3)C(=O)C(C)O2 (configuration not stated) | 95 | -0.5 | -8 | 8 | 13 | -6 | 2.9 | 1.2 | -3 | 103
COC(=O)c1ccc(CSc2ccc3nnc(-c4ccccc4)n3n2)o1 | 98 | -0.2 | 6 | -6 | 11 | -4 | 0.0 | 0.55 | 4 | 96
CC1(C)SC(=S)N(Cc2ccc3c(c2)OCO3)C1N(O)C(=O)NC1CCCCC1 (configuration not stated) | 117 | -0.1 | -1 | 1 | -15 | -3 | 3.7 | 1.2 | -1 | 101
O=C(O)c1cnn2c(C(F)F)cc(C3CC3)nc12 | 100 | -0.3 | 5 | -5 | 6 | -2 | 1.5 | 1.2 | 1 | 99
Cc1cc(C(=O)N2CCN(C(=O)c3ccco3)CC2)ccc1[N+](=O)[O-] | 103 | 0.0 | 9 | -9 | 1 | -8 | 1.3 | 0.97 | -5 | 102
CCS(=O)(=O)N1N=C(c2cccc(NS(C)(=O)=O)c2)CC1c1ccc(C)cc1 (configuration not stated) | 100 | -0.1 | 5 | -5 | 11 | -4 | 2.9 | 1.5 | -5 | 103
CCCC(=O)N1CCc2[nH]c3ccccc3c2C1 | 99 | -0.4 | 13 | -13 | 3 | 0 | -0.3 | 1.1 | 5 | 95
O=C(Oc1ccc(C(=S)N2CCC(O)CC2)cc1)c1ccc(Cl)cc1 | 91 | 0.2 | 9 | -9 | 21 | 17 | 2.0 | 1.2 | -21 | 119
CCN(CC1COc2ccccc2O1)C(=S)NCCCN(C)C (configuration not stated) | 108 | -0.1 | 12 | -12 | -11 | 2 | 1.7 | 1.1 | -11 | 111
Remaining list, next part
SMILES | STAT3 activator | Hsp70 activator | APP 5'UTR act | APP transl inh | STAT3 blocker | FLuc inh counter | RAM inhibit | NF-kB neuron act | STAT1 inh | STAT1 act
Nc1ccc(N2CCOCC2)c2nonc12 | 117 | 0.1 | 8 | -8 | -20 | -5 | 2.8 | 1.1 | 8 | 93
COc1ccc(NS(=O)(=O)c2cccc(C(=O)OCC(=O)Nc3cc(C)on3)c2)cc1 | 99 | -0.3 | 3 | -3 | 5 | -1 | 6.8 | 1.1 | 7 | 94
Cc1nc2ccc(N)cc2s1 | 109 | -0.2 | -2 | 2 | -2 | -9 | 1.6 | 1.2 | -8 | 107
CC(=O)Nc1ccc(C(=O)N2CCCC2)cc1 | 98 | -0.1 | -2 | 2 | 6 | -4 | 0.9 | 1.1 | 2 | 98
COC(=O)c1sc(S(=O)(=O)N2CCN(c3ccccc3)CC2)c(C(=O)OC)c1C | 97 | 0.3 | 3 | -3 | 6 | -3 | 2.5 | 1 | 0 | 100
O=C(NCCSCc1ccco1)Nc1ccccc1 | 103 | 0.1 | 28 | -28 | 1 | 29 | 1.0 | 1.4 | -9 | 108
CC1C(c2ccccc2)C(C#N)(C#N)C2(C#N)C(=O)NC1(N)C2C (configuration not stated) | 103 | 0.4 | 0 | 0 | 1 | -3 | -0.1 | 1.3 | 1 | 99
COc1ccc(S(=O)(=O)N2CCN(S(=O)(=O)c3ccc4c(c3)OCCO4)CC2)cc1 | 99 | 0.1 | 8 | -8 | 6 | -8 | 2.9 | 1.6 | -3 | 103
CCCCCC(=O)N/N=C/c1cccs1 | 97 | 0.8 | 3 | -3 | 15 | 5 | 1.4 | 1.2 | 1 | 99
Cc1nnc(SCC(=O)Nc2ncc(Cc3ccc(F)cc3)s2)n1N | 95 | 0.3 | 5 | -5 | 10 | 4 | 3.8 | 1.6 | 2 | 99
Cn1c(Cl)cnc1C(O)c1ccccc1 (configuration not stated) | 95 | -0.2 | 16 | -16 | 8 | -11 | 1.4 | 1.1 | 0 | 100

Screening results (PubChem BioAssay)
